Source: PubChem
UPR CHOP act = activators of apoptotic arm of unfolded protein response (CHOP) | CHO-CHOP luciferase reporter, UPR activation, luminescence; percent of tunicamycin response over DMSO baseline | activation, % at 10 µM | 330,000 compounds, 0.34% hits | AID 449763;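 active = at 10 µM dose, activation of 40% or more, normalized to positive control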;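 note: 100% = tunicamycin at 10 µg/mL and 0% = DMSO alone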
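assay system = CHO CHOP reporter cells | amount = 500 CHO-CHOP cells per well | buffer or medium = F12 with 10% FBS | incubation = 16-18 h cell attachment, then 6 h compound exposure, 37 °C | detection = luminescence read with Steady-Glo | read-out = percent activation relative to tunicamycin control | controls = tunicamycin high control, DMSO low control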
XBP1 UPR activ = adaptive UPR (XBP1) activation. CHO-XBP1 luciferase reporter, IRE1-XBP1 UPR activation, luminescence; percent of tunicamycin response, DMSO as zero. activation, % at 20 µM. 330,000 compounds, 0.33% hits;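 active = versus positive control, 20 µM dose yields 30% or more activation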;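 note: 100% = tunicamycin at 10 µg/mL and 0% = DMSO only wells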
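Assay system: CHO-XBP1 luciferase reporter cells; Schedule: 6 h treatment, 37 °C; Detection: glow luminescence from Steady-Glo reagent; Benchmarks: high control tunicamycin 10 µg/mL final, low control DMSO vehicle only.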
Mdm2-MdmX inh = disrupts the human Mdm2-MdmX interaction; inhibition, % at 8 µM; 330,000 compounds, 3% hits; AID 485346; SaOS-2 split-luciferase Mdm2/MdmX complementation, luminescence;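 active = inhibition of at least 50% at 8 µM in the primary screen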
Jurkat NFkB inh = lowers PMA/ionomycin-induced NF-kB signal in Jurkat cells. 330,000 compounds, 0.53% hits. AID 435003. PMA/ionomycin-induced NF-kB luciferase reporter, luminescence. inhibition, % at 4 µM; in the data active = inhibition above about 50%
697 NFkB inh = inhibitors of the PMA/ionomycin-induced NF-kB reporter in 697 B cells; 330,000 compounds, 0.33% hits; AID 435022; inhibition, % at 4 µM; 697 B-cell NF-kB luciferase reporter, 16 h; in the data active = inhibition above about 35%
Gli-Sufu antag = blocks Gli-Sufu signaling in a luciferase reporter. Sufu-KO-LIGHT fibroblasts, Gli luciferase reporter luminescence. inhibition, % at 5 µM. 340,000 compounds, 0.74% hits;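 active = inhibition above about 55%, limit read from the data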;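 note: 0% = DMSO-treated cells and 100% = wells with medium but no cells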
CCR6 antag = blocks CCL20-driven beta-arrestin recruitment at human CCR6 | CHO-K1 CCR6 PathHunter beta-arrestin, luminescence, CCL20-stimulated | inhibition, % at 20 µM | 340,000 compounds, 0.49% hits;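 active = compounds whose inhibition of the agonist-driven luminescence signal at 20 µM reaches about 50%, limit read from the data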;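 note: cells stimulated with CCL20 at 14 nM final; plate controls were DMSO with CCL20 for no effect and DMSO without agonist for full effect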
Target sequence (P51684 whole entry, looked up): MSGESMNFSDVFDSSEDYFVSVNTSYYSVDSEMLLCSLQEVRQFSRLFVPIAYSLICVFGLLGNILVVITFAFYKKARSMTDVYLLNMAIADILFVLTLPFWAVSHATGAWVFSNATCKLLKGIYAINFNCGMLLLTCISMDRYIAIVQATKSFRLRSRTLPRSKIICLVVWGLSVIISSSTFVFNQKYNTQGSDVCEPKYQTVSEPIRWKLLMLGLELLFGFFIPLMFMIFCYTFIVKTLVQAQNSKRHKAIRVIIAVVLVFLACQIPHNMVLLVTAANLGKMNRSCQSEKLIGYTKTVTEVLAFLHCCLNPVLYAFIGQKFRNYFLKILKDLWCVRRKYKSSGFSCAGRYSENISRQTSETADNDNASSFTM
CXCR6 block = inhibitors of human CXCR6 receptor; CHO-K1 PathHunter CXCR6 beta-arrestin, luminescence; inhibition, % at 20 µM; 360,000 compounds, 0.36% hits; in the data active = inhibition above about 34%, passing the limit was not always enough;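 note: antagonist mode with CXCL16 agonist at 10 nM final; 0% = 10 nM CXCL16 with DMSO and 100% = unstimulated wells without agonist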
Target sequence (O00574 whole entry, looked up): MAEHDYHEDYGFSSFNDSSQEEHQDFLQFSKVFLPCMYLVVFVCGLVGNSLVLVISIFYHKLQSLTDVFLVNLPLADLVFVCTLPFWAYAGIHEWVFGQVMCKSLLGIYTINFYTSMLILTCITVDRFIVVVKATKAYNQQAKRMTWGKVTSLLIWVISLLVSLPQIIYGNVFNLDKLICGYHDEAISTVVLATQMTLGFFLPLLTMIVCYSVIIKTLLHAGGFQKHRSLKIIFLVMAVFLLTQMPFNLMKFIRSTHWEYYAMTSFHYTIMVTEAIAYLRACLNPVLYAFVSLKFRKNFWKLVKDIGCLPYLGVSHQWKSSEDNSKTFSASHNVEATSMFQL
EBI2 block = blocks human EBI2 receptor beta-arrestin signaling; inhibition, % at 5 µM; AID 651636; EBI2 beta-arrestin recruitment, luminescence, 7a,25-OHC stimulated; 360,000 compounds, 0.81% hits; in the data active = inhibition above about 38%;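 note: enzyme fragment complementation signal reports receptor beta-arrestin coupling in cells; 0% = agonist plus DMSO wells and 100% = wells without agonist; some results beyond the cut were filed as inactive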
Target sequence (P32249 whole entry, looked up, the tested form may be a part): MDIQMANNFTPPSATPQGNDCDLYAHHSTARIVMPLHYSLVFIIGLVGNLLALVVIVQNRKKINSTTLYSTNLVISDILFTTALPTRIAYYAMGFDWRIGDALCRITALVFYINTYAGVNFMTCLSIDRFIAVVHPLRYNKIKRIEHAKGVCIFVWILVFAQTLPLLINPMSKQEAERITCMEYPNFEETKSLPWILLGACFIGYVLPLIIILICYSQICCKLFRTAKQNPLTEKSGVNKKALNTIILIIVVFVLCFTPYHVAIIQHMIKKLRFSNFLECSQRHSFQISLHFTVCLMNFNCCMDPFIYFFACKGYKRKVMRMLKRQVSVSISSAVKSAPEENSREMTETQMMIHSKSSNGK
Numbers without * were called inactive; . = no result given.

SMILES	UPR CHOP act	XBP1 UPR activ	Mdm2-MdmX inh	Jurkat NFkB inh	697 NFkB inh	Gli-Sufu antag	CCR6 antag	CXCR6 block	EBI2 block
COc1ccc(OC)c(S(=O)(=O)N2C(C)CCCC2C)c1 (stereo not drawn)	0.4	-1	8	1	-11	-5	-2	-7	-6
CC1(c2ccc(Cl)cc2)NC(=O)N(CC(=O)Nc2ccc(F)cc2)C1=O (stereo not drawn)	2.4	-3	-4	28	20	9	9	-2	1
CC(C)C(NS(=O)(=O)c1cccs1)C(=O)NCCN1CCN(c2ccccc2)CC1 (stereo not drawn)	-2.4	4	2	-8	-5	-6	3	1	7
Cc1cccc(-n2nc3c(c2NC(=O)C(C)C)CS(=O)(=O)C3)c1C	0.7	0	10	-9	12	3	4	-8	-6
Cc1cc(C)cc(C(=O)NCC(=O)OCc2nc(N)nc(Nc3ccccc3C)n2)c1	-1.6	0	7	-17	-14	-1	0	0	-7
CC(C(=O)Nc1cccnc1)N1C(=O)c2ccccc2C1=O (stereo not drawn)	-1.1	-2	-7	10	1	-4	-7	-2	-12
Cc1cccc(N=Nc2c(C)[nH]n(-c3ccccc3)c2=O)c1	1.9	1	-20	-20	-61	-71	24	11	-3
Cc1ccc(NC(=O)C(=O)NCCOc2ccccc2Cl)cc1	-0.2	1	-4	7	0	4	2	-7	-11
Clc1ccc(Nc2ncnc3c2cnn3-c2ccccc2)cc1	6.3	7	-93	-63	-67	-41	-26	-20	11
CC(C)(C)c1ccc(C(=O)N/C(=C\c2cccs2)C(=O)NCc2ccco2)cc1	-1.3	1	5	-6	2	-7	19	4	8
CC(C)n1c(-c2ccc(C(C)(C)C)cc2)n[nH]c1=S	0.1	1	-16	2	-27	12	9	2	3
O=C(CCS(=O)CCC(=O)NCc1ccccc1)NCc1ccccc1	1.1	-2	9	6	-4	-9	-3	-6	-5

Compounds shown so far that have a tert-butyl group (2):
SMILES	UPR CHOP act	XBP1 UPR activ	Mdm2-MdmX inh	Jurkat NFkB inh	697 NFkB inh	Gli-Sufu antag	CCR6 antag	CXCR6 block	EBI2 block
CC(C)(C)c1ccc(C(=O)N/C(=C\c2cccs2)C(=O)NCc2ccco2)cc1	-1.3	1	5	-6	2	-7	19	4	8
CC(C)n1c(-c2ccc(C(C)(C)C)cc2)n[nH]c1=S	0.1	1	-16	2	-27	12	9	2	3

The main list resumes; the five compounds before the break are reprinted first.
SMILES	UPR CHOP act	XBP1 UPR activ	Mdm2-MdmX inh	Jurkat NFkB inh	697 NFkB inh	Gli-Sufu antag	CCR6 antag	CXCR6 block	EBI2 block
Cc1ccc(NC(=O)C(=O)NCCOc2ccccc2Cl)cc1	-0.2	1	-4	7	0	4	2	-7	-11
Clc1ccc(Nc2ncnc3c2cnn3-c2ccccc2)cc1	6.3	7	-93	-63	-67	-41	-26	-20	11
CC(C)(C)c1ccc(C(=O)N/C(=C\c2cccs2)C(=O)NCc2ccco2)cc1	-1.3	1	5	-6	2	-7	19	4	8
CC(C)n1c(-c2ccc(C(C)(C)C)cc2)n[nH]c1=S	0.1	1	-16	2	-27	12	9	2	3
O=C(CCS(=O)CCC(=O)NCc1ccccc1)NCc1ccccc1	1.1	-2	9	6	-4	-9	-3	-6	-5
CC(=O)N1CCSc2ccc(S(=O)(=O)NCc3ccc(F)cc3)cc21	0.3	-6	13	9	-12	-9	2	-5	-3
CCOC(=O)C(CC)Sc1nc2c(cnn2-c2ccc(F)cc2)c(=O)[nH]1 (stereo not drawn)	1.6	1	12	6	1	0	7	14	2
CCCn1c(SCC(=O)NC2CCCCC2)nnc1C1CC1	2.5	-1	18	-16	-11	-4	-1	-8	-12
CC1CCCCC1NS(=O)(=O)c1ccc(-n2cnnn2)cc1 (stereo not drawn)	-2.8	-2	21	0	-12	-1	-3	-4	-2
COc1ccc(C(CNS(=O)(=O)c2ccc(NC(C)=O)c(OC)c2)N2CCCCC2)cc1 (stereo not drawn)	-1.2	0	1	-8	-1	5	2	-2	3
Cc1cc(C(=O)Nc2cccc(/C=C/C(=O)O)c2)c(C)o1	0.5	-1	18	3	5	-5	8	-6	-3
CCCOc1ccc(C(=O)C(c2ccccc2)N2CCOCC2)cc1 (stereo not drawn)	-2.6	-2	-1	-6	-7	2	-1	-12	9
CC[C@@H](NS(=O)(=O)c1ccc(C)cc1)C(=O)Oc1ccc2c3c(c(=O)oc2c1)CCC3	1.4	-1	12	8	19	18	-14	-9	-1
CNC(=O)Cn1nc(-c2ccc(C)c(S(=O)(=O)N(C)C)c2)c2ccccc2c1=O	0.7	1	-13	-10	7	2	6	-2	-9
COc1cc(NC(=O)C2CC(=O)NC3=C2C(=O)CCC3)cc(OC)c1 (stereo not drawn)	-1.3	0	-26	-8	14	-1	-6	-9	-5
CCOC(=O)c1c(C)nsc1NC(=O)c1ccco1	-1.5	0	27	1	7	-19	-8	4	8
COc1ccccc1NC(=S)NC(=O)c1ccc(-c2ccc(Cl)cc2)o1	-0.2	0	27	0	-15	6	32	17	34
N#C/C(=C\c1c(F)cccc1Cl)S(=O)(=O)c1ccccn1	-1.6	-1	-16	-16	-9	7	-1	4	-8
CN(C)S(=O)(=O)c1cccc(COC(=O)c2ccc(Cl)cc2O)c1	-2.4	4	13	3	-10	11	14	-14	13
O=c1cc(N2CCC3(CC2)OCCO3)[nH]c(=O)n1-c1ccc(Br)cc1	.	.	.	.	.	1	1	2	-23
Cc1cc([N+](=O)[O-])nn1CCC(=O)NC1CCCCCC1	0.0	-2	11	-10	4	-2	-2	-5	-7
O=C(Nc1ccccc1-c1ccccc1)c1ccccc1	-0.1	-2	-2	-6	-3	4	6	-4	-1
CCn1cc(/C=C(\NC(=O)c2ccccc2)C(=O)NCCCN2CCOCC2)c2ccccc21	1.3	-2	10	0	8	8	2	9	-3
O=C(NC1CCCC1)c1cccc(NC(=O)c2ccco2)c1	-1.0	0	12	-11	-12	0	1	6	-10
C#CCOCCOCCOCCNc1nc(N2CCN(C(=O)C([C@@H](C)CC)n3cc(C(N)CO)nn3)CC2)nc(N2CCN(C(=O)[C@H](CCC(=O)O)n3cc(C(N)CC(C)C)nn3)CC2)n1 (stereo partly drawn)	0.4	0	-25	-4	-2	-8	9	-1	-4
CCOC(=O)C/C(C)=N\Nc1nc(-c2ccccc2)cs1	0.1	2	9	-11	-15	31	16	3	4
C(=N/n1c2ccccc2c2ccccc21)/c1ccco1	1.9	-2	24	2	8	4	12	-7	-3
CCOc1ccc2nc(N3CCC(C(=O)NCCCN4CCOCC4)CC3)sc2c1	0.6	4	-10	-50	-83	-21	4	-8	6
Cc1ccc(OCc2nnc(-c3ccc(Cl)cc3)o2)cc1	1.6	-1	4	-13	-12	2	14	-2	-8
Cc1nc2c(=O)[nH]c(=S)[nH]c2[nH]c1=O	.	.	.	.	.	0	9	6	6
COc1ccccc1NC(=O)N1C2CCCC1CC(NC(=O)c1ccccc1)C2 (stereo not drawn)	-0.5	2	11	11	6	1	-7	-6	1
C[C@H](NC(=O)OCc1ccccc1)C(=O)NNC(=O)[C@H](Cc1ccccc1)NC(=O)OC(C)(C)C	2.0	-1	-15	-5	-10	-3	3	0	2
Cc1ccc(C(=O)N/N=C\c2ccc(-c3ccc(Cl)c(Cl)c3)o2)cn1	1.4	-4	24	18	-14	-10	4	3	14
COC(=O)C1=NNCC12CC(=O)N(c1ccc(Br)cc1)C2=O (stereo not drawn)	1.1	1	-15	6	18	-1	1	-8	-4
CC(CCCC(C)(C)O)NC(=O)c1cc(COc2ccc3ncccc3c2)on1 (stereo not drawn)	4.4	-4	16	47	-34	51	-3	-5	-1
Cc1nnc(NC(=O)C2(c3ccccc3)CCOCC2)s1	-1.9	0	-1	-4	-3	-8	6	-1	-5
CC(C)Cc1nc2ccccc2n1CCc1ccccc1	-2.1	-4	3	-17	4	12	19	15	1
COC(=O)c1cccc(CSc2nc3ccccc3[nH]2)c1	4.9	1	-61	-50	-31	-36	5	-6	4
Cc1ccc(C2(C)NC(=O)N(CC(=O)N3CCN(S(=O)(=O)c4ccc(Cl)s4)CC3)C2=O)cc1 (stereo not drawn)	-0.8	1	2	-18	-1	0	6	1	-10
CSCCC(NC(=O)c1ccccc1Cl)C(=O)N(C)Cc1cccs1 (stereo not drawn)	-1.3	0	4	-4	-8	-5	14	8	-13
O=C(c1ccco1)n1c(=S)nc2ccccn21	5.6	0	-87	-57	-81	4	-2	7	-6
Cc1ccc(Nc2ccc(NCc3ccccc3)nn2)cc1C	3.7	0	-14	-30	-24	-25	-3	-11	65*
O=C(NCCc1ccccc1)C1CC(=O)N(C2CCCCCC2)C1 (stereo not drawn)	-1.2	-2	1	0	-1	1	11	-8	13
COCCCNCCCCSc1ccc(Cl)cc1	3.0	0	28	8	-18	5	1	4	-8
CCCSc1nc2c([nH]1)c(=O)n(C)c(=S)n2C	.	.	.	.	.	14	12	-2	4
Cc1cc(C)nc(NC(=O)c2ccc(Cl)cc2)n1	-1.8	-3	5	-6	-2	-5	11	1	-7
O=[N+]([O-])c1ccc(N2CCc3ccccc3C2)nc1	18	1	-10	11	7	-3	8	16	4
Cc1ccc(-n2c(SCC(N)=O)nc3c(c2=O)C2(CCCC2)Cc2ccccc2-3)cc1	1.5	0	-27	6	2	5	24	7	19
N#Cc1ccc(-c2ccc(OCC(=O)NN=Cc3ccncc3)cc2)cc1	0.8	0	11	10	-27	-5	8	-22	11
CC(=O)c1cccc(NC(=O)Cn2c(=O)oc3cc(S(=O)(=O)N4CCCC4)ccc32)c1	-0.5	-2	18	9	12	7	9	3	-3
COc1ccc(O[C@H]2C=C[C@@H](c3ccccc3)O[C@@H]2COC(=O)CC/C(C)=N/OC[C@@H](O)[C@H]2O[C@@H]3OC(C)(C)O[C@@H]3[C@H]2O)cc1	2.4	-1	6	7	5	.	.	.	.
CC(C)c1ccc(CNC(=O)C(=O)Nc2nccs2)cc1	-0.8	-1	-8	-16	-35	-11	7	0	-10
Cc1c(CC(=O)N2CCN(C(=O)C3COc4ccccc4O3)CC2)c(=O)oc2cc(O)cc(O)c12 (stereo not drawn)	1.7	-4	13	13	2	-10	-4	2	-9
CCOc1ccc(NC(=S)NC(=O)c2ccco2)cc1	2.6	0	-108	-73	-55	-61	14	6	0
CCOC(=O)C(NC(=O)CC)C(O)c1cccc([N+](=O)[O-])c1 (stereo not drawn)	0.1	-1	15	8	5	1	2	2	-4
CSCC[C@H](NC(=O)OC(C)(C)C)C(=O)N1CCC(C(=O)N[C@@H](C)C(=O)O)CC1	0.2	0	7	-2	-2	5	-18	4	3
O=C(CC1CCC1)NC(c1ccccc1)c1ccccc1	-0.3	-1	16	11	10	-2	6	2	-8
CCc1ccc(N(CC(=O)N2CCCCCC2)S(C)(=O)=O)cc1	2.9	-2	17	8	1	0	4	-4	6
O=C(NCCCN1CCCC1)c1ccc2c(c1)N(Cc1ccccc1F)C(=O)c1ccccc1S2(=O)=O	-2.8	-2	34	-21	8	29	15	4	12
NS(=O)(=O)c1ccc(Oc2ccc(S(N)(=O)=O)cc2)cc1	-0.3	1	-9	-15	-10	19	0	4	-5
COc1ccc(OC)c(/C=C2\N=C(c3ccccc3)OC2=O)c1	-0.6	-2	15	1	-8	6	10	2	-6
COc1ccc(-c2noc(CSc3nc4sc(C)c(C)c4c(=O)n3-c3ccccc3)n2)cc1OC	-1.8	1	50*	13	-31	3	12	-2	-1
